C8 TRAIL sens: caspase-8 TRAIL sensitization; NB7+C8 cells + TRAIL, ATPlite viability luminescence; inhibition (viability loss, TRAIL sensitization), % at 10 µM; 360,000 compounds, 1% hits; AID 624354;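 active = compounds causing at least 50% loss of cell viability in the single-dose screen, relative to plate controls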
LRH-1 inv ag: suppresses constitutive activity of human LRH-1; O00482; HEK293T StAR-luciferase reporter, LRH-1 transfected, 24 h; inhibition, % at 3.6 µM; 360,000 compounds, 0.13% hits; AID 602396;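 active = inhibition above the mean inhibition of all tested compounds plus 3 SD, cut at about 73% in these data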;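 also: 0% = DMSO wells and 100% = reporter-only cells lacking LRH-1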
Target sequence (O00482 whole entry, looked up): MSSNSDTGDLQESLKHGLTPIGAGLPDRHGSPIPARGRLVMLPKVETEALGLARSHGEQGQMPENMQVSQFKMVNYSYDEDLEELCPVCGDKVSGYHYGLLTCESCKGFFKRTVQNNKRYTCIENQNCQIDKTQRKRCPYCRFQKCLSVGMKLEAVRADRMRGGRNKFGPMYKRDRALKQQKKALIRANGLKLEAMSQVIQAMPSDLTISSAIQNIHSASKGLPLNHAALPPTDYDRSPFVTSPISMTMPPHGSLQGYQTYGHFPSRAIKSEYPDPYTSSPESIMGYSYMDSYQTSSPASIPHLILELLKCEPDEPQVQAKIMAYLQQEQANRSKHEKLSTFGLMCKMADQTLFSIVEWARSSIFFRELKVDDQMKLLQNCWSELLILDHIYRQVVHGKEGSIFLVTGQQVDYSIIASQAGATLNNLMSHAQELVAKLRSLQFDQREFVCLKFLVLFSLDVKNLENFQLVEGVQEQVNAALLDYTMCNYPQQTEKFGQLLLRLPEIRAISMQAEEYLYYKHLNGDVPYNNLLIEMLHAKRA
NCOA1 inh: inhibitors of human steroid receptor coactivator 1 (SRC1); Q15788; 360,000 compounds, 0.12% hits; AID 588354; inhibition, % at 3.6 µM; HEK293 GAL4-SRC1 luciferase reporter, luminescence;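 active = inhibition above the campaign mean plus 3 SD, with each screening campaign given its own cutoff, cut at about 60% in these data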;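 also: 0% = DMSO treated cells and 100% = gossypol at 36 µM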
LMP1 NFkB inh: Epstein-Barr LMP1 NF-kappaB reporter inhibition. LMP1-induced NF-kappaB luciferase reporter cells, luminescence. inhibition, % at 12.5 µM. 350,000 compounds, 0.69% hits. AID 504558; in the data active = inhibition above about 41%;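 also: 0% = neutral control wells and 100% = reference inhibitor control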
NCOA3 inh: human NCOA3 inhibition; HEK293 GAL4-SRC3 luciferase reporter, luminescence; Q9Y6Q9; inhibition, % at 3.6 µM; 360,000 compounds, 0.17% hits;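 active = inhibition above a per-campaign cutoff, the mean of all compounds plus 3 SD, cut at about 60% in these data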;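 also: 0% = DMSO-treated cells and 100% = gossypol-treated cells at 36 µM; higher means less SRC3-driven luciferase light from the GAL4 reporter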
KKLEB tox: counter-screen for CF NF-kB inhibitors: cytotoxicity; 360,000 compounds, 0.36% hits; KKLEB CF airway cells viability, ATPlite luminescence, overnight; stronger effect = lower value; cells stimulated with P. aeruginosa culture filtrate; activity change (cytotoxicity), % at 5 µM;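 active = corrected activity change at or below -50% at 5 µM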
TROY NFkB inh: blocks TROY-dependent signaling in reporter cells | Q293 LMP1-TROYcd NF-kB luciferase reporter, 4 h | inhibition, % at 10 µM | 360,000 compounds, 0.98% hits;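 active = compounds whose plate-normalised and pattern-corrected inhibition of the luciferase reporter signal at the single screening dose is 50% or more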
TWEAK-Fn14 inh: inhibitors of TWEAK-Fn14 interaction signaling. TWEAK-stimulated Fn14 reporter cells, luciferase luminescence, 8 h. inhibition, % at 10 µM. 360,000 compounds, 2% hits; in the data active = inhibition above about 50%
SRC2 inh: inhibits human steroid receptor coactivator 2. Q15596. HEK293 GAL4-SRC2 luciferase reporter, luminescence. inhibition, % at 9 µM. 370,000 compounds, 0.17% hits. AID 651957;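 active = inhibition above the mean inhibition of all tested compounds plus 3 SD, set per campaign, cut at about 52% in these data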;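 also: 0% = DMSO treated cells and 100% = cells given Gossypol at 36 µM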
NR2F2 inh: blocks human COUP-TFII nuclear receptor; P24468; HEK293T NGFI-A luciferase reporter, luminescence; inhibition, % at 8.6 µM; 370,000 compounds, 0.7% hits; AID 686940;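 active = inhibition above a per-plate cutoff, mean inhibition of test wells between control levels plus 3 SD, cut at about 38% in these data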;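 also: cells cotransfected with COUP-TFII expression vector driving the NGFI-A reporter; 0% = median of COUP-TF2 test wells and 100% = reporter-only cells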
Target sequence (P24468 whole entry, looked up): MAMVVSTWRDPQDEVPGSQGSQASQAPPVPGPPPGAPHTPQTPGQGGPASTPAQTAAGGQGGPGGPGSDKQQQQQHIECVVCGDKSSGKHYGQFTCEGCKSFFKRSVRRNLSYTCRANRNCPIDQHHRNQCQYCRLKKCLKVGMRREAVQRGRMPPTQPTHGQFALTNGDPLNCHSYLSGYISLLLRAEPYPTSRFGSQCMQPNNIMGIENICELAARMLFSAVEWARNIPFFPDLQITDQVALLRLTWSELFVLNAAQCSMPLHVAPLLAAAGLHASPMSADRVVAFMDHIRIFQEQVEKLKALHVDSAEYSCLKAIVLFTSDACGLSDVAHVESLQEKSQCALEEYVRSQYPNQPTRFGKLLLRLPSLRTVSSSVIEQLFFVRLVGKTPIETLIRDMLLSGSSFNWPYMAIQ
CF NFkB block: cystic fibrosis NF-kB activation inhibition. inhibition, % at 5 µM. AID 588850. 360,000 compounds, 0.86% hits. KKLEB NF-kB-GFP reporter, PAF-induced, GFP fluorescence overnight;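 active = at least 50% inhibition at 5 µM, scaled per plate between neutral and stimulator controls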;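 also: PAF is a Pseudomonas aeruginosa culture filtrate used as stimulus; plate controls were PAF-stimulated DMSO wells for no effect and unstimulated DMSO wells for full effect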
* = called active by the depositor; . = no result given. Rows were taken by chance. Share with any hit: about 4.2%.

SMILES	C8 TRAIL sens	LRH-1 inv ag	NCOA1 inh	LMP1 NFkB inh	NCOA3 inh	KKLEB tox	TROY NFkB inh	TWEAK-Fn14 inh	SRC2 inh	NR2F2 inh	CF NFkB block
O=C(COc1cccc(NC(=O)c2cccc([N+](=O)[O-])c2)c1)c1ccc(F)cc1	-3	37	3	9	4	-10	46	42	-1	-2	2
CCC(C)c1ccc(O)c(NC(=O)c2ncn[nH]2)c1 (configuration not stated)	18	-12	-25	3	2	22	-26	2	-1	-7	2
CNc1nc(N)c(C(=O)C23CC4CC(CC(C4)C2)C3)s1	-6	-12	-24	0	7	7	-1	-5	1	-5	9
O=C(NC1CCCCC1)N1CCCC1	-7	16	-5	2	-10	-11	8	4	-15	9	-10
O=C(CSc1nc2[nH]ncc2c(=O)n1-c1ccccc1)NCc1cccs1	-10	6	-22	-2	6	-1	16	0	-4	-2	1
COCc1cc(C)n(CC(=O)Nc2ccc(N3CCOCC3)c(Cl)c2)c(=O)c1C#N	-7	46	4	-2	2	-21	1	3	5	-5	6
O=C(CSc1nc2nn(-c3ccccc3)c(=O)c-2c2n1CCCCC2)c1ccc(O)c(O)c1	16	-31	3	12	-15	-8	6	-27	.	.	-13
CCN1C(=O)[C@H]2[C@@H](c3ccc(OC)cc3)N[C@]3(CCCN(Cc4ccc(Cl)cc4)C3=O)[C@H]2C1=O	-6	19	1	-1	-14	14	5	0	1	-5	-18
c1cncc(-c2nc(-c3ccc4c(c3)OCO4)cs2)c1	29	-107	-80	-51	-105	-3	-27	15	-9	-36	-4
Cc1cc(Cl)ccc1NC(=O)c1ccc2c(c1)OCO2	4	-63	-75	-9	-70	-5	-49	-9	-35	-51	-13
CC(C)CN(C(=O)COC(=O)C1c2ccccc2Oc2ccccc21)C1CCS(=O)(=O)C1 (configuration not stated)	1	4	-5	8	17	-18	3	2	-12	22	5
COc1cc(CNCc2ccccn2)ccc1OCC(N)=O	-2	32	-2	-2	-6	7	6	12	15	-1	0
COc1cccc(N(C(=O)c2nc3nccc(C)n3n2)c2nc3ccccc3s2)c1	3	-132	-111	-42	-89	11	-64	-21	-65	-30	-2
Cc1ccc(S(=O)(=O)N2C[C@H]3C(=O)C[C@@H](c4ccccc4)N(S(=O)(=O)c4ccccc4[N+](=O)[O-])[C@H]3C[C@H]2c2ccccc2)cc1	17	9	0	.	-18	-16	-9	-18	8	10	11
COc1ccc([C@H]2C[C@@H](n3cc(-c4ccc(F)cc4)nn3)[C@H](O)CN2Cc2cccs2)cc1	11	14	0	-4	20	5	-25	11	3	-9	-40
CN(C)c1ccc(N=Nc2nccs2)cc1	77*	-90	-104	29	-147	-32	38	79*	-46	-50	-30
O=C(Nc1ccnn1C1CCN(Cc2ccn[nH]2)CC1)c1ccccc1	-16	8	-13	2	1	-4	10	19	-6	-14	14
COC(=O)c1ccc(-c2noc(CN3CCCCC3c3nccn3C)n2)cc1 (configuration not stated)	3	0	-28	-5	4	1	1	-8	-20	-3	-5
O=C(NNC1=NCCC1)c1cccc(S(=O)(=O)N2CCCCC2)c1	-3	-8	-8	-3	14	12	1	5	-17	-5	18
CC(=O)C12OC(C)(C)OC1CC1C3CCC4=CC(=O)C=CC4(C)C3(F)C(O)CC12C (configuration not stated)	-3	12	-26	3	-52	12	13	-2	-2	-35	79*
CC1=CC(C)(C)Nc2ccc(C)cc21	0	-13	2	4	-1	2	-15	5	-17	26	6
O=C(OCCCN1C(=O)c2ccccc2C1=O)c1ccco1	-17	-5	3	-10	7	6	8	-5	13	17	-4
Cc1cc(C(=O)COc2ncnc3sccc23)c(C)n1C1CC1	-24	-49	-44	-16	-59	4	8	8	-28	-31	5
COc1ccc(NC(=S)NNC(=O)CNc2ccc(Cl)cc2)cc1	-9	-3	-40	3	14	-5	-4	16	17	-13	-4
Cc1ccc(S(=O)(=O)NC(C)(C)CSc2nnc(Nc3ccccc3)s2)cc1	12	-14	15	8	28	5	39	44	-13	20	6
CCCNC(=O)CCNC(=O)[C@H](O)C(C)(C)CO	8	-2	-11	6	1	10	-8	7	23	-2	2
C[C@H](CO)N1C[C@H](C)[C@@H](CN(C)C(=O)Nc2ccccc2)Oc2ccc(NC(=O)CCC(F)(F)F)cc2C1=O	-18	-33	-5	4	13	-16	2	6	2	1	2
COc1ccc(S(=O)(=O)NCC(=O)Nc2ccc3c(c2)OCCO3)cc1OC	-7	0	-34	-2	6	-3	-4	8	-2	14	-16
O=C(CCNS(=O)(=O)c1ccc(OC(F)(F)F)cc1)NCCc1c[nH]c2ccccc12	8	11	-5	-2	-6	14	11	15	-16	21	-9
O=C(O)Cc1ccc(O)cc1	-8	-12	-5	-6	15	-4	3	6	14	-1	5
COc1cc(OC)cc(-c2nc3ccccc3c(=O)n2OC(=O)c2ccc(C)c(C)c2)c1	7	-9	-1	5	16	7	26	46	3	23	29
O=C(NCCCN=C1NS(=O)(=O)c2ccccc21)c1ccc(F)cc1	-14	-3	-1	6	21	5	-35	5	-31	13	0
COc1ccccc1-c1ccc2c(c1)C(C)(Cc1ccc(F)c(Cl)c1)C(=O)N2 (configuration not stated)	-11	-30	-14	.	-26	0	21	46	9	12	20
O=C(Nc1ccc2c(c1)OCO2)N1CCN(C/C=C/c2ccccc2)CC1	10	-25	12	-1	-20	5	0	1	17	-6	-9
CCCN1CCC(=O)N([C@H](COc2ccccc2)Cc2ccccc2)CC1	10	-6	16	-2	23	-13	-11	-2	-35	-7	-9
O=c1[nH]cnc(O)c1C(c1ccc(F)cc1)c1c(O)nc[nH]c1=O	-6	-2	-4	-7	-13	-15	1	8	-16	-12	1
CCc1cc(=O)[nH]c(SCc2ccc(C)cc2)n1	-1	-1	-2	2	-2	-1	12	-3	-32	-7	-18
CC1(C)C(c2cccs2)=[N+]([O-])C2(CCCCC/C2=N\NC(N)=S)N1O (configuration not stated)	-8	8	-12	-6	7	5	-21	-15	-13	4	-5
O=C(CSCc1ccc(Cl)cc1)N1CCCCC1	5	-74	-74	-14	-39	-6	-54	-32	-36	-43	-2
O=c1c2ccccc2nc2sc(Nc3cccc(Cl)c3)nn12	0	-12	-20	-54	-45	-21	-50	-6	-20	4	-24
COc1ccc(CN(C(=O)c2oc3ccccc3c2C)C2CCS(=O)(=O)C2)cc1 (configuration not stated)	-10	4	-8	-5	20	3	16	7	-33	4	-3
CC12CCC(C(=O)Nc3cccc(Cl)c3Cl)([C@H](Br)C1=O)C2(C)C (some centres not stated)	-4	2	18	2	8	-1	-7	8	-13	-2	11
CC(C)(C)NC(=O)CN(C(=O)C(=O)Nc1ccc2c(c1)OCCO2)N1CCOCC1	-4	-1	-1	2	12	1	4	-8	-19	0	7
CCOc1ccc(-n2c(C)c(C(C)=O)c3cc(OC(C)=O)ccc32)cc1	-2	8	58	32	36	2	42	79*	29	4	76*
Cc1cc(C)n(-c2nc3c(c(=O)[nH]c(=O)n3C)n2CC(O)COc2ccc(Cl)cc2Cl)n1 (configuration not stated)	3	-19	-11	15	7	-10	16	20	-18	8	20
Cc1cc(NS(=O)(=O)c2ccc(NC(=O)Nc3cccc(C(F)(F)F)c3)cc2)no1	12	-3	5	0	-17	2	-4	0	-3	-4	16
COc1cc(CNCCc2ccccc2F)ccc1OCC(=O)N1CCCCC1	1	3	1	15	1	9	1	-4	-3	-13	5
Cc1cc(SC(C)C(=O)Nc2c(C)n(C)n(-c3ccccc3)c2=O)nc2ccccc12 (configuration not stated)	7	-3	-5	4	18	-9	1	12	7	13	-17
CC1(C)C2CCC1(CS(=O)(=O)N1CCC(C(N)=O)CC1)C(=O)C2 (configuration not stated)	3	-3	12	5	5	18	-4	-3	-1	-2	-12
COc1ccc(-c2ccc(C(=O)NCC3CC3)c3occc23)c(C)c1	19	-20	4	.	-9	-7	27	6	2	12	-6

(cont.)
SMILES	C8 TRAIL sens	LRH-1 inv ag	NCOA1 inh	LMP1 NFkB inh	NCOA3 inh	KKLEB tox	TROY NFkB inh	TWEAK-Fn14 inh	SRC2 inh	NR2F2 inh	CF NFkB block
Cc1ccc(NC(=O)Cn2c(=O)n(Cc3ccco3)c(=N)c3c4c(sc32)COC(C)(C)C4)cc1	-2	7	7	1	-2	0	34	-16	-4	5	-7
CCCN1CCC(=O)N([C@H](CSc2ccc(OC)cc2)CC(C)C)CC1	7	-23	-29	-25	-50	-2	11	7	-19	-18	-4
COc1ccc(N(CC(=O)Nc2ccc(S(=O)(=O)N3CCOCC3)cc2)S(=O)(=O)c2ccccc2)cc1	-5	17	5	1	-6	6	-20	33	-21	13	-2
CCOc1ccc(CNC(=O)Cn2nc(C)n3nc(-c4ccccc4)cc3c2=O)cc1	-9	1	-18	0	10	-3	-4	-12	-15	-8	4
CCOC(=O)Nc1ccc2c(CN3CCC(C(=O)OC)CC3)cc(=O)oc2c1	-9	15	-5	-2	-3	-6	-15	-5	8	-2	2
COc1cc(-c2nnc(NC(=O)CCS(=O)(=O)c3ccccc3)o2)cc(OC)c1OC	-11	6	-22	1	-7	3	-6	4	-38	-2	3
O=C(Nc1cccnc1)c1ccc(F)cc1	7	-2	-5	-4	14	7	-3	7	8	-11	6
COC(=O)c1cc(NS(=O)(=O)c2ccc(NC(C)=O)cc2)ccc1Cl	-9	0	-41	0	20	2	13	-6	-6	3	-24
Cc1ccc(C(C)C)c(OCC(=O)NC2CCN(C)CC2)c1	-18	11	4	-13	3	-4	-25	-4	-7	7	-5
COc1cccc(CNC(=O)c2cccc(S(=O)(=O)N3CCN(c4ccc(F)cc4)CC3)c2)c1	6	23	-15	3	20	-8	-1	28	7	0	15
O=C(Nc1nc2nc(-c3ccccc3)cc(-c3ccccc3)n2n1)c1ccco1	10	12	-2	16	7	-4	10	36	-20	-17	-88
CC(=O)C(Sc1nc(N(C)C)nc(N(C)C)n1)C(=O)Nc1ccccc1 (configuration not stated)	-8	-14	-16	-5	-5	7	15	7	5	-4	-4
Cc1ccc(S(=O)(=O)c2nc(S(C)(=O)=O)sc2N2CCOCC2)cc1	1	-14	0	-1	2	0	-3	31	18	-24	9
CC1(C(=O)Nc2cccc3c2CCCC3)CCN1C(=O)CCC1CCCC1 (configuration not stated)	6	3	-9	.	-12	13	-4	14	-18	2	-6
O=C(O)CCC(=O)c1ccc2sc3ccccc3c2c1	-4	-37	-43	-23	-31	22	-46	-3	-6	-7	-7
O=C1C=CC[C@H](/C=C/C[C@@H](O)C[C@H](O)CCc2ccccc2)O1	-4	13	10	.	16	25	3	9	.	.	9
CSc1ccc(N2C(=O)NC3(CCCCC3)C2=O)cc1	10	-34	-70	-20	-42	-3	-38	-3	-15	-17	-3
O=C(/C=C/c1ccccc1Cl)N(Cc1cccs1)C1CCS(=O)(=O)C1 (configuration not stated)	-5	8	-18	-4	18	3	18	8	7	9	-5

Screens (PubChem)
